TAG inh – inhibitors of triacylglycerol accumulation, primary screen, cell-based, uHTS, fluorescence, H9c2; H9c2 cells, Nile Red lipid (TAG) fluorescence; cells loaded with 200 µM oleic acid; inhibition, % at 12.5 µM; hit rate 0.66% among 230,000;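 active means pattern-corrected inhibition of lipid staining of at least 50% with the nuclear-stain viability signal not falling by more than 50%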;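 further: 0% = DMSO wells and 100% = triacsin C control wells; some results filed as inactive read as strong as hits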
TAG inh DAPI viability – further read-out of TAG inh, marked with its call; DAPI nuclei signal change (viability), lower = more cytotoxic, %;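 whole-well DAPI fluorescence read on a plate reader as a viability signal; minus 50 percent equals half of cells still viable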
Active calls of the source: *. Only part of the results is shown; count on the stated rates, not on these rows.

Cc1ccc(-c2nnc(-c3ccc4c(c3)OCO4)o2)cc1 was read as TAG inh -2 and TAG inh DAPI viability 32.
Screening CSc1ccc(CN2C(=O)NC3(CCCCCC3)C2=O)cc1 returned TAG inh -2 and TAG inh DAPI viability 0.
Screening Cc1ccc(S(=O)(=O)N2CCN(C(=O)c3ccc(N4CCCC4)c([N+](=O)[O-])c3)CC2)cc1 returned TAG inh -25 and TAG inh DAPI viability 0.
`COc1ccc(NC(=O)Nc2ccccc2SC)c(OC)c1` gave TAG inh 12 and TAG inh DAPI viability -10.
For CCCN(C(=O)c1c(-c2ccccc2)noc1C)c1c(N)n(Cc2ccccc2)c(=O)[nH]c1=O the results were TAG inh -5 and TAG inh DAPI viability -1.
For O=C(CNC(=O)c1ccc2ccccc2c1)Nc1ncccc1O the results were TAG inh 4 and TAG inh DAPI viability 1.
`CN(Cc1cc2cc(F)ccc2[nH]1)Cc1nc(-c2cnccn2)no1` gave TAG inh -10 and TAG inh DAPI viability 2.
COc1cc(CCNC2=CC(=O)c3ncccc3C2=O)ccc1O was read as TAG inh 88 and TAG inh DAPI viability -60.
Screening COc1ccc(N(CC2CO2)S(=O)(=O)c2ccccc2)cc1 (stereo not given) returned TAG inh 12 and TAG inh DAPI viability -1.
For Cc1[nH]c2ccccc2c1SCC(=O)Nc1nccs1 the results were TAG inh -5 and TAG inh DAPI viability -1.

Next section (two carried over from the part before).
Screening COc1ccc(N(CC2CO2)S(=O)(=O)c2ccccc2)cc1 (stereo not given) returned TAG inh 12 and TAG inh DAPI viability -1.
For Cc1[nH]c2ccccc2c1SCC(=O)Nc1nccs1 the results were TAG inh -5 and TAG inh DAPI viability -1.
Cn1nc(-c2ccccc2)cc1NS(=O)(=O)c1ccc(C#N)cc1 was read as TAG inh -3 and TAG inh DAPI viability 0.
For COc1cccc(CN(C)C(=O)C23CC4CC(CC(NC(C)=O)(C4)C2)C3)c1OC the results were TAG inh -2 and TAG inh DAPI viability -2.
Screening COc1ccc(CNC(=O)C2(CC3CC(c4ccccc4)=NO3)CCN(C(=O)c3cccc(O)c3)CC2)cc1 (stereo not given) returned TAG inh 1 and TAG inh DAPI viability -4.
For c1ccc(Cn2c(-c3ccco3)nc3nc4ccccc4nc32)cc1 the results were TAG inh -2 and TAG inh DAPI viability 61.
Screening COc1cc(/C=N/Nc2ccccn2)ccc1O returned TAG inh 17 and TAG inh DAPI viability -10.
`Cc1ccc(OCC(=O)NNC(=O)C2CCN(c3ncnc4sc(C)c(C)c34)CC2)cc1` gave TAG inh -12 and TAG inh DAPI viability inactive.
CCOc1ccc(C(=O)NCC(=O)OCC(=O)Nc2ccc(C)c(S(=O)(=O)N(C)C)c2)cc1 was read as TAG inh 5 and TAG inh DAPI viability -6.
Screening Cc1cccc(C(=O)NNC(=O)c2ccco2)c1O returned TAG inh 7 and TAG inh DAPI viability 4.
Screening Cc1cccc(NC(=O)C2C(c3ccccc3)C2(Cl)Cl)c1C (stereo not given) returned TAG inh -1 and TAG inh DAPI viability 22.
For N#Cc1nc(N)nc(N(c2ccccc2)c2ccccc2)n1 the results were TAG inh -3 and TAG inh DAPI viability 9.
Screening CC(CN1CCOCC1)OC(=O)c1ccc(Br)cc1 (stereo not given) returned TAG inh 0 and TAG inh DAPI viability 4.
O=C(O)CSc1ncnc2sc3c(c12)CCCC3 was read as TAG inh -6 and TAG inh DAPI viability -1.
Screening O=C(c1nc2ccc(Cl)cn2c1CN1CCC(O)CC1)N1CCc2ccccc2C1 returned TAG inh -25 and TAG inh DAPI viability 1.
`O=Nc1c(O)[nH]c2ccc(Cl)c(Cl)c12` gave TAG inh 0 and TAG inh DAPI viability -7.
Screening COC(=O)CSc1nnc(CNC(=O)c2ccccc2F)n1-c1ccc(F)cc1 returned TAG inh -5 and TAG inh DAPI viability 9.
Screening Cc1ccc(C(=O)c2ccc(O)cc2)cc1C returned TAG inh -6 and TAG inh DAPI viability 6.
Cc1nnc(C)c2c(C)n(C(C)c3ccccc3)c(C)c12 (stereo not given) was read as TAG inh -19 and TAG inh DAPI viability 2.
For O=C(CSc1ccc(-c2ccccn2)nn1)N1CCCC1 the results were TAG inh 6 and TAG inh DAPI viability -9.
`CC(=O)N1CCc2[nH]c3ccc(C)cc3c2C1` gave TAG inh 5 and TAG inh DAPI viability -6.
Screening CCCCC(=O)NCc1ccccc1Cl returned TAG inh 14 and TAG inh DAPI viability -10.
Screening Cc1cccc(-[n+]2c(-c3cccc(Br)c3)[nH]c3nc4ccccc4nc32)c1 returned TAG inh 3 and TAG inh DAPI viability 12.
`CCOC(=O)c1c(NC(=O)COC(=O)c2ccccn2)sc(C)c1C` gave TAG inh 3 and TAG inh DAPI viability 0.
`COc1ccc(N=Cc2cc(Cl)ccc2O)cc1Cl` gave TAG inh 8 and TAG inh DAPI viability -8.
For O=[N+]([O-])c1cccnc1SCc1c(F)cccc1Cl the results were TAG inh -9 and TAG inh DAPI viability 6.
CCOC(=O)N1CCC(NS(=O)(=O)c2ccccc2)CC1 was read as TAG inh 10 and TAG inh DAPI viability -14.
CCn1c(NCc2ccc3c(c2)OCO3)nc2ccccc21 was read as TAG inh -103 and TAG inh DAPI viability -1.
For O=C(N/N=C/C=C/c1ccccc1)c1cnccn1 the results were TAG inh -3 and TAG inh DAPI viability -2.
For COc1nc2ccc(C)cc2cc1-c1noc(-c2cccnc2)n1 the results were TAG inh 10 and TAG inh DAPI viability -2.
CCCc1nnc(SCC(=O)N2C(C)CCCC2C)n1CCCOC (stereo not given) was read as TAG inh 2 and TAG inh DAPI viability 9.
`O=C(Nc1ccccc1C(=O)NC(Cc1c[nH]c2ccccc12)C(=O)O)c1ccco1` (stereo not given) gave TAG inh -9 and TAG inh DAPI viability -2.
For CCOc1ccc(NC(=O)CN(C)C(=O)COc2cccc(CC)c2)cc1OCC the results were TAG inh 14 and TAG inh DAPI viability 3.
Cn1c(=O)c2c(SCC(=O)c3ccccc3)nc(C3CC3)nc2n(C)c1=O was read as TAG inh 8 and TAG inh DAPI viability 10.
Cc1sc2c3ccsc3ccc2[n+]1C was read as TAG inh 7 and TAG inh DAPI viability -9.
Screening COC(=O)c1ccc(C)c(NC(=O)CCSc2ccccc2)c1 returned TAG inh 9 and TAG inh DAPI viability 7.
Cc1c(NC(=O)C2CCCN2S(=O)(=O)c2ccccc2)c(=O)n(-c2ccccc2)n1C (stereo not given) was read as TAG inh -1 and TAG inh DAPI viability -12.
For CC(C)C(C(=O)Nc1ccc2c(c1)OCO2)N1C(=O)c2ccccc2C1=O (stereo not given) the results were TAG inh 7 and TAG inh DAPI viability -5.
O=C1CSCc2nc3ccccc3n21 was read as TAG inh -17 and TAG inh DAPI viability -4.
Screening CN1CCN(c2ccc(-c3ccc4ccccc4n3)cc2)CC1 returned TAG inh -1 and TAG inh DAPI viability 79.
CC(C)(Oc1ccc(Cl)cc1)C(=O)NCC1CCCO1 (stereo not given) was read as TAG inh 13 and TAG inh DAPI viability 2.
`C#Cc1ccc([C@@H]2C=C(C(=O)OCC=C)O[C@H](OCC)[C@H]2CCCO)cc1` gave TAG inh 18 and TAG inh DAPI viability -2.
For CCCCc1c(O)nc(SCCN(C)C)n(-c2ccccc2)c1=O the results were TAG inh 4 and TAG inh DAPI viability -4.
Screening CC(C)(C)c1nnc(NC(=O)c2cc(-c3ccccc3)nc3ccccc23)s1 returned TAG inh 8 and TAG inh DAPI viability 10.
Cc1ccc(CC(NC(=O)c2ccc(C)cc2)C(=O)O)cc1 (stereo not given) was read as TAG inh 1 and TAG inh DAPI viability -9.
Screening C=CCNc1nc(NCCOc2ccccc2Cl)c2sc(-c3ccccc3)cc2n1 returned TAG inh 11 and TAG inh DAPI viability 20.
Cc1ccc2nc3ccc(N4CCCCCCC4)nn3c(=O)c2c1 was read as TAG inh 23 and TAG inh DAPI viability -4.
Screening CC(=O)N1CCc2cc(S(=O)(=O)CCC(=O)Nc3c(C)n(C)n(-c4ccccc4)c3=O)ccc21 returned TAG inh 9 and TAG inh DAPI viability -9.
`COCCN(C(=S)Nc1ccc(C)c(C)c1)C(C)c1ccco1` (stereo not given) gave TAG inh -24 and TAG inh DAPI viability 2.
CCc1noc(C)c1C(=O)Nc1nc2c(F)cc(F)cc2s1 was read as TAG inh 0 and TAG inh DAPI viability 1.
`CCOc1ccc(OCCCC(=O)NNC(=O)c2ccncc2)cc1` gave TAG inh -4 and TAG inh DAPI viability 0.
Screening Cc1c(S(=O)(=O)N2CCC(C)CC2)c(=O)n(C)c(=O)n1C returned TAG inh -9 and TAG inh DAPI viability 3.

17 compounds from above, arranged by molecular weight, high to low:
Screening Cc1ccc(S(=O)(=O)N2CCN(C(=O)c3ccc(N4CCCC4)c([N+](=O)[O-])c3)CC2)cc1 returned TAG inh -25 and TAG inh DAPI viability 0.
For CCOc1ccc(NC(=O)CN(C)C(=O)COc2cccc(CC)c2)cc1OCC the results were TAG inh 14 and TAG inh DAPI viability 3.
For COc1cccc(CN(C)C(=O)C23CC4CC(CC(NC(C)=O)(C4)C2)C3)c1OC the results were TAG inh -2 and TAG inh DAPI viability -2.
Screening CC(C)(C)c1nnc(NC(=O)c2cc(-c3ccccc3)nc3ccccc23)s1 returned TAG inh 8 and TAG inh DAPI viability 10.
For CC(C)C(C(=O)Nc1ccc2c(c1)OCO2)N1C(=O)c2ccccc2C1=O (stereo not given) the results were TAG inh 7 and TAG inh DAPI viability -5.
`CCOc1ccc(OCCCC(=O)NNC(=O)c2ccncc2)cc1` gave TAG inh -4 and TAG inh DAPI viability 0.
Cn1nc(-c2ccccc2)cc1NS(=O)(=O)c1ccc(C#N)cc1 was read as TAG inh -3 and TAG inh DAPI viability 0.
`COCCN(C(=S)Nc1ccc(C)c(C)c1)C(C)c1ccco1` (stereo not given) gave TAG inh -24 and TAG inh DAPI viability 2.
For c1ccc(Cn2c(-c3ccco3)nc3nc4ccccc4nc32)cc1 the results were TAG inh -2 and TAG inh DAPI viability 61.
CCc1noc(C)c1C(=O)Nc1nc2c(F)cc(F)cc2s1 was read as TAG inh 0 and TAG inh DAPI viability 1.
Screening CSc1ccc(CN2C(=O)NC3(CCCCCC3)C2=O)cc1 returned TAG inh -2 and TAG inh DAPI viability 0.
For Cc1[nH]c2ccccc2c1SCC(=O)Nc1nccs1 the results were TAG inh -5 and TAG inh DAPI viability -1.
For N#Cc1nc(N)nc(N(c2ccccc2)c2ccccc2)n1 the results were TAG inh -3 and TAG inh DAPI viability 9.
Cc1nnc(C)c2c(C)n(C(C)c3ccccc3)c(C)c12 (stereo not given) was read as TAG inh -19 and TAG inh DAPI viability 2.
For O=C(N/N=C/C=C/c1ccccc1)c1cnccn1 the results were TAG inh -3 and TAG inh DAPI viability -2.
Screening Cc1ccc(C(=O)c2ccc(O)cc2)cc1C returned TAG inh -6 and TAG inh DAPI viability 6.
Cc1sc2c3ccsc3ccc2[n+]1C was read as TAG inh 7 and TAG inh DAPI viability -9.

(list continues)
Screening COc1ccc(OC)c(C(=O)C(=O)c2cc(OC)ccc2OC)c1 returned TAG inh -17 and TAG inh DAPI viability 15.
COc1ccc(Nc2nc3c(c(=O)n(C)c(=O)n3C)n2CCO)cc1 was read as TAG inh -22 and TAG inh DAPI viability -8.
NC(=O)c1cc(-c2ccncc2)nc2ccc(Cl)cc12 was read as TAG inh 4 and TAG inh DAPI viability -10.
For O=C1OC(c2ccccc2)(c2ccccc2)c2ccccc21 the results were TAG inh -31 and TAG inh DAPI viability -2.
For Cn1c(SCC(=O)c2ccccc2F)nnc1C1CC1 the results were TAG inh -4 and TAG inh DAPI viability -3.
Screening COc1cc(CNc2ncnc3c2[nH]c2ccc(C)cc23)cc(OC)c1 returned TAG inh -16 and TAG inh DAPI viability 17.
Screening Cc1csc(SCC(=O)Nc2cc(S(=O)(=O)N3CCOCC3)ccc2N2CCOCC2)n1 returned TAG inh -6 and TAG inh DAPI viability 2.
`COc1ccccc1N/C=C(\C#N)c1nc2ccccc2[nH]1` gave TAG inh 15 and TAG inh DAPI viability 0.
Screening COc1cc(CC2C(=O)OCC2C(=O)c2ccc3c(c2)OCO3)cc(OC)c1OC (stereo not given) returned TAG inh -13 and TAG inh DAPI viability 9.
COc1ccc(N(CC(=O)N2CCc3ccccc3C2)S(=O)(=O)c2ccccc2)cc1 was read as TAG inh -14 and TAG inh DAPI viability 0.
For O=C(CN1C(=O)CCC1=O)Nc1nc(-c2ccccn2)cs1 the results were TAG inh 2 and TAG inh DAPI viability -1.
Screening Nc1nc(-c2ccccc2)cc(-c2ccccc2)n1 returned TAG inh -8 and TAG inh DAPI viability 11.
`CC1CCN(c2c(NCC3CCC(C(=O)NC4CCCCCC4)CC3)c(=O)c2=O)CC1` (stereo not given) gave TAG inh -1 and TAG inh DAPI viability 4.
CCC(C)N1CCC(Oc2ccc(C(=O)NCc3ccccn3)cc2)CC1 (stereo not given) was read as TAG inh 14 and TAG inh DAPI viability 0.
For O=C(CCn1c(=O)[nH]c2ccccc2c1=O)NCCSCc1ccccc1 the results were TAG inh 7 and TAG inh DAPI viability -2.
COc1ccc(S(=O)(=O)NCc2ccccn2)c(C)c1C was read as TAG inh 6 and TAG inh DAPI viability -2.
For COc1ccc(OC)c(NC(=O)COC(=O)CCc2nc3ccccc3c(=O)[nH]2)c1 the results were TAG inh -17 and TAG inh DAPI viability -2.
COc1ccc(Cl)cc1NC(=O)C1CC(c2ccccc2O)=NO1 (stereo not given) was read as TAG inh -1 and TAG inh DAPI viability 4.
`Cc1cccc(C(=O)NC(=S)NNC(=O)c2ccc(Cl)cc2)c1` gave TAG inh 0 and TAG inh DAPI viability 1.
For COc1ccccc1NS(=O)(=O)c1cc(NC(=O)c2cccs2)ccc1N1CCOCC1 the results were TAG inh 34 and TAG inh DAPI viability -11.
Screening COCC(=O)N(C)c1nnc(-c2cnc(C)cn2)s1 returned TAG inh 10 and TAG inh DAPI viability -1.

Bioassay records (PubChem)
